Screens: PubChem, several laboratories
SKKanGAS inh: SKKanGAS growth inhibition | inhibition, % at 7.5 µM | S. pyogenes SKKanGAS, kanamycin growth, BacTiter-Glo, 6 h | actives 1.3% (n = 300,000);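 active = mean replicate score, as percent of positive control median, at least 50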;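 note: strain carries kanamycin resistance gene driven by streptokinase promoter and grows in 40 µg/ml kanamycin; loss of luminescence reflects streptokinase promoter inhibition or plain growth inhibition; 0% = median of DMSO wells and 100% = positive control at its reference dose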
TRPC6 inh: blocks the mouse TRPC6 cation channel; Q61143; HEK293-TRPC6, membrane potential dye, ACh-evoked depolarization; active compounds read low; B-score at 10 µM; actives 1.1% (n = 310,000); AID 2553;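 active = B-score under library mean minus 3 SD, initial fluorescence not abnormally high, positive integrated signal ratio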;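 note: B-score derived from integrated fluorescence ratio over the kinetic read; more negative B-score means stronger inhibition of depolarization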
Target sequence (Q61143 whole entry, looked up): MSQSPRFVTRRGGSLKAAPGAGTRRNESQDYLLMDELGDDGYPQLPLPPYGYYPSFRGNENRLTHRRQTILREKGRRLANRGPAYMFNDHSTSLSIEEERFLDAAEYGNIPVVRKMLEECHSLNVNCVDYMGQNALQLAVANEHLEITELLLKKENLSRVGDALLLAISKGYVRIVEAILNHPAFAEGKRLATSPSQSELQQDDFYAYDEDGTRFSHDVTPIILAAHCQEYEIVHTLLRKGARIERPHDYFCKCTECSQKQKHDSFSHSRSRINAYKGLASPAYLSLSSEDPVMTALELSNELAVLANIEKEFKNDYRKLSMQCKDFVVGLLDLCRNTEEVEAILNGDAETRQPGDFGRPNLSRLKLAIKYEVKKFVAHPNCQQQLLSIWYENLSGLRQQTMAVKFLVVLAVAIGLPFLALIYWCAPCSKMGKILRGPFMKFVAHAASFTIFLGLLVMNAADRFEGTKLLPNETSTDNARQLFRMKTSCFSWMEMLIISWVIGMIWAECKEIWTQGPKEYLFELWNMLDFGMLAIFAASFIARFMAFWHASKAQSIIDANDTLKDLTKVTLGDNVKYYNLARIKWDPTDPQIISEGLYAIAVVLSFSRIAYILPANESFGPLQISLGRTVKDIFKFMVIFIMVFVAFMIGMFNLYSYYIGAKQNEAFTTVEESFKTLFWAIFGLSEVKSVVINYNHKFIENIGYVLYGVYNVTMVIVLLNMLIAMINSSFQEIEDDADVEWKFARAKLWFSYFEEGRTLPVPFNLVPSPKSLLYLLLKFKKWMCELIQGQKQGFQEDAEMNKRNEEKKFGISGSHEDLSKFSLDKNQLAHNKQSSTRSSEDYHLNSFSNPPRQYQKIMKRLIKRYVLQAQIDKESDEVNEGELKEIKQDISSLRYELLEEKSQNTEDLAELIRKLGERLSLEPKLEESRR
TRPC4 inh: inhibitors of mouse TRPC4 channel. B-score at 10 µM. AID 2247. HEK293 TRPC4beta/mu-opioid, DAMGO-evoked Fluo4 calcium flux; active compounds read low. Q9QUQ5. actives 0.39% (n = 300,000);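 active = B-score over 3 SD under the library average, no early fluorescence shift, positive overall ratio signal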
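Assay system: HEK293 cells with stable TRPC4beta plus mu-opioid receptor expression. Dosing: single dose. Measured by: Fluo4 Ca2+ flux fluorescence. Also added: DAMGO in two steps, submaximal then maximal. Read-out: B score from integrated Fluo4 fluorescence ratio.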
TRPC6 act: activators of mouse TRPC6 channel; Q61143; HEK293-TRPC6 membrane potential dye fluorescence; active compounds read high; B-score at 10 µM; actives 0.13% (n = 310,000);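 active = B-score of the integrated fluorescence ratio above library mean plus 3 SD, and starting fluorescence ratio within library mean plus 5 SD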;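 note: higher score means more depolarization so channel activation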
KLF5 inh: inhibitors of KLF5 expression. DLD-1 KLF5 promoter-luciferase reporter, luminescence. inhibition, % at 5 µM. actives 0.23% (n = 290,000). AID 1700;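 active = inhibition above a per-plate limit of that plate's mean compound inhibition plus 3 SD, cut at about 60% in these data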;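 note: 0% = DMSO wells and 100% = LY294002 at 200 µM; higher means less KLF5 promoter-driven luciferase light; inactives centre near -14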
IEC-6 tox: IEC-6 cytotoxicity, counter-screen for KLF5 inhibitors | luminescence viability | inhibition, % at 5 µM | actives 0.78% (n = 290,000); in the data active = inhibition above about 22%;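 note: 0% = plate median of test compound wells and 100% = cytotoxic reference compound wells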
TRPC4 agonist: TRPC4 (mouse) channel activation | Q9QUQ5 | HEK293 TRPC4beta/mu-opioid, Fluo4 calcium fluorescence; active compounds read high | B-score at 10 µM | actives 0.49% (n = 310,000) | AID 2237;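 active = B-score above 5 SD of library B-scores, and initial fluorescence ratio not above library mean plus 5 SD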;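 note: positive B-score marks a calcium rise read as TRPC4 activation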
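Assay system: HEK293 cells stably co-expressing mouse TRPC4beta and mu-opioid receptor / Timing: Fluo4 dye loading 45 min at room temperature, 110 s recording / Signal: Fluo4 calcium-sensitive dye fluorescence, kinetic, 1 Hz baseline / Read-out: integrated baseline-normalised fluorescence ratio, converted to per-well B score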
MrgX1 antagonist: blocks BAM8-22 activation of human MrgX1 receptor. B-score at 10 µM. actives 1.3% (n = 310,000). MRGX1-HEK293 calcium flux, Fluo-4, BAM8-22 antagonism; active compounds read low. AID 588676. Q96LB2;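 active = calcium-response B-score plate-corrected more than 3 library SD below zero, starting fluorescence within 5 deviations, no agonist response on first addition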;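 note: peak minus trough fluorescence over baseline after final BAM8-22 challenge near maximal dose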
TRPC4 potent: allosteric potentiators of mouse TRPC4 channel; HEK293 TRPC4beta/mu-opioid, DAMGO EC20, Fluo-4 Ca2+ flux; active compounds read high; actives 0.42% (n = 310,000); AID 2227; B-score at 10 µM;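 active = B-score of calcium response area above 5 SD of library B-scores, with initial fluorescence ratio within 5 SD of library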;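 note: B-score of integrated fluorescence ratio over time as area under calcium response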
aSyn UTR inh: MLPCN primary screen, SNCA 5' untranslated region. alpha-synuclein 5'UTR reporter, inhibitor activity. AID 1813. actives 0.82% (n = 300,000). inhibition, % (tested at 7.5 µM); in the data active = inhibition above about 60%;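 note: H4 neuroglioblastoma cells stably carrying SNCA 5'UTR luciferase fusion; 0% = DMSO wells and 100% = positive control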
HIF act: HIF pathway transcriptional activation. U2OS HRE-luciferase reporter, luminescence; normalized: DMSO 0%, desferrioxamine 100%. activation, % at 7.5 µM (by protocol). actives 0.32% (n = 300,000). AID 1910;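 active = mean activation of at least 10% of the iron chelator positive control signal, with at least half of replicates also reaching 10%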
* marks the source's active call; other numbers are inactive results; i = inactive; . = no result given.

SMILES	SKKanGAS inh	TRPC6 inh	TRPC4 inh	TRPC6 act	KLF5 inh	IEC-6 tox	TRPC4 agonist	MrgX1 antagonist	TRPC4 potent	aSyn UTR inh	HIF act
COCCNC(=O)c1ccc2c(c1)nc(C)n2-c1cc(OC)c(OC)c(OC)c1	-1	i	i	i	-24	-2	i	i	i	0	-0.2
Cc1c(Cl)cccc1NC(=O)CNCc1ccccc1F	-12	-5.3*	i	i	-25	-3	i	i	i	-4	-52
C=C(C)CSc1nc(N)c(C#N)c(-c2ccc(C)cc2)c1C#N	3	i	i	i	-20	-6	i	i	i	26	0.3
COc1ccc(CCNC(=O)COc2ccc(S(=O)(=O)N3CCOCC3)cc2)cc1OC	-3	i	i	i	-5	-4	i	i	i	-18	-0.3
CCN(CC(=O)Nc1c(C(=O)OC)[nH]c2ccccc12)c1ccc2c(c1)OCO2	-3	i	i	i	10	-1	i	i	i	31	-0.7
COc1ccc(S(=O)(=O)N(CC(=O)NCC2CCCO2)c2ccc(F)cc2)cc1OC (stereo not drawn)	-1	i	i	i	7	4	i	i	i	-3	-0.8
CCCCC(CC)Cn1c(O)c(/C=C2\C=NN=C2c2ccccc2)sc1=S (stereo not drawn)	-3	i	i	i	-6	3	i	i	i	10	-0.2
Cc1ccccc1CSCCNC(=O)c1ccc(Cl)c(S(=O)(=O)N2CCOCC2)c1	-4	i	i	i	-6	-8	i	i	i	9	-0.6
COc1ccc(C2=NOC(Cn3nc(C(=O)NCC4CC4)cc3-c3ccccc3)C2)cc1 (stereo not drawn)	-1	i	i	i	.	.	i	i	i	17	0.1
Cc1cccc(NC(=O)C2C3C=CC(C4CC34)C2C(=O)O)c1 (stereo not drawn)	-1	i	i	i	-18	-4	i	i	i	9	1.5
CC(Sc1cccc[n+]1[O-])C(=O)Nc1ccc(Oc2ccccc2)cc1 (stereo not drawn)	-11	i	i	i	-35	2	i	i	i	12	0.6
COC(=O)C1=C(C)NC(=O)NC1c1cn(-c2ccccc2)nc1-c1cccs1 (stereo not drawn)	0	i	i	i	-20	-5	i	i	i	25	-0.1
CCOc1ccc(NC(=O)CC2C(=O)N(CC)C(=S)N2CCNC(C)=O)cc1 (stereo not drawn)	-2	-5.5*	i	i	2	4	i	i	i	-30	-0.7
O=C(Cn1c(C(=O)NCC2CCCO2)cc2sccc21)c1ccccc1 (stereo not drawn)	-12	i	i	i	1	-6	i	i	i	.	.
Nc1nonc1-c1nc2ccccc2n1CC(=O)N/N=C/c1ccc(-c2cccc(C(=O)O)c2)o1	68*	i	i	i	-62	-6	i	.	i	-45	0.4
COCCN(CC(=O)NC1CCCCC1)C(=O)CSc1nc2ccccc2o1	0	i	i	i	-41	-6	i	i	i	0	-0.2
CC1CCCN(c2nc(NCc3ccco3)nc(N)c2[N+](=O)[O-])C1 (stereo not drawn)	5	i	i	i	1	-5	i	i	i	21	-0.3
COc1ccc(N2C(=O)c3ccccc3NC2c2ccc(OC)c(Cn3nnc4ccccc43)c2)cc1 (stereo not drawn)	10	i	i	i	-91	9	i	i	i	-27	2.2
O=C(COC(=O)CNC(=O)c1ccccc1F)Nc1cccnc1Cl	2	i	i	i	-15	-2	i	i	i	-3	0.2
Cc1ccc(S(=O)(=O)c2cc3c(=O)n4ccccc4nc3n(CC3CCCO3)c2=N)cc1C (stereo not drawn)	6	i	i	i	-6	8	i	i	i	20	-0.1

2 records drawn at random from those above:
SMILES	SKKanGAS inh	TRPC6 inh	TRPC4 inh	TRPC6 act	KLF5 inh	IEC-6 tox	TRPC4 agonist	MrgX1 antagonist	TRPC4 potent	aSyn UTR inh	HIF act
COc1ccc(S(=O)(=O)N(CC(=O)NCC2CCCO2)c2ccc(F)cc2)cc1OC (stereo not drawn)	-1	i	i	i	7	4	i	i	i	-3	-0.8
CCN(CC(=O)Nc1c(C(=O)OC)[nH]c2ccccc12)c1ccc2c(c1)OCO2	-3	i	i	i	10	-1	i	i	i	31	-0.7

Further entries:
SMILES	SKKanGAS inh	TRPC6 inh	TRPC4 inh	TRPC6 act	KLF5 inh	IEC-6 tox	TRPC4 agonist	MrgX1 antagonist	TRPC4 potent	aSyn UTR inh	HIF act
Cn1c(=O)c2c(nc(N3CCOCC3)n2CCCNC2=NCCCCC2)n(C)c1=O	-3	i	i	i	-23	3	i	i	i	-10	0.3
CC1CCN(C(=S)c2cccc([N+](=O)[O-])c2)CC1	-5	i	i	i	8	3	i	i	i	1	0.0
COCCOC(=O)c1c(NC(=O)CN2CCOCC2)sc(C(N)=O)c1C	-10	i	i	i	-29	7	i	i	i	12	-0.2
COc1ccc([C@@H]2[C@@H]3C(=O)N(C(C)(C)C)C(=O)[C@@H]3[C@]3(C)C(=O)N(c4cccc(F)c4)C(=O)N23)cc1	-1	i	i	i	-13	7	i	i	i	34	-1.0
O=C(Nc1nnc(-c2ccc(F)cc2)s1)c1c(F)cccc1Cl	10	i	i	i	-13	-7	i	i	i	-34	0.0
Nc1nc(SCc2ccc(F)cc2)n[nH]1	-3	i	i	i	-30	-3	i	i	i	-8	-0.6
COc1ccc(C(=O)Nc2ccc(C(=O)O)cc2NC(=O)c2ccc(OC)cc2)cc1	2	i	i	i	-4	2	i	i	i	-3	1.6
O=C(Nc1ccc(N2CCCCC2)cc1)c1cc([N+](=O)[O-])cc([N+](=O)[O-])c1	3	i	i	i	-10	1	i	i	i	-56	0.4
COc1ccc(NS(=O)(=O)c2cc([N+](=O)[O-])ccc2N/N=C\c2c(C)[nH]c3ccccc23)cc1	27	i	i	i	-20	4	i	i	i	31	2.1
COc1ccc(C(=O)Cc2cnn(-c3ccccc3)c2)c(O)c1	-5	i	i	i	-105	5	i	i	i	-147	2.1
O=C(Nc1ccc2c(c1)OCO2)C1COc2ccccc2O1 (stereo not drawn)	-4	i	i	i	-102	9	i	i	i	-177	4.7
CCOc1ccc(NC(=S)N2c3ccccc3CC2C)cc1 (stereo not drawn)	0	i	i	i	16	-2	i	i	i	-27	0.8
Cc1cc(Nc2ccc(F)cc2)n2nc(C)nc2n1	-13	i	i	i	-16	-2	i	i	i	6	-0.2
O=C(OCC(=O)N1CCCC1=O)c1cccc(S(=O)(=O)N2CCOCC2)c1	-4	i	i	i	-5	-4	i	i	i	-5	0.0
COC(=O)c1c(NC(=O)C2C3C=CC(CC3)C2C(=O)O)sc(C)c1C (stereo not drawn)	4	i	i	i	1	-4	i	i	i	-13	-0.5
CNS(=O)(=O)c1ccc(NCC2COc3ccccc3O2)c([N+](=O)[O-])c1 (stereo not drawn)	0	i	i	i	4	2	i	i	i	-42	0.4
FC(F)(F)c1cc(Cl)c2nnc(-c3ccccn3)n2c1	-5	i	i	i	-13	-1	i	i	i	10	-1.0
Cc1nc2ccc(NC(=O)Cc3ccc(Br)cc3)cc2s1	3	i	i	i	-15	-4	i	i	i	-16	0.1
CCc1cccc(C)c1NC(=O)CSc1nc2ccc(N3C(=O)c4ccccc4C3=O)cc2s1	2	i	i	i	-15	2	i	i	i	4	0.7
COc1ccc(-c2cc(C(N)=O)nc(N3CCCCCC3)n2)cc1	-13	i	i	i	-15	3	i	i	i	3	-0.2

5 compounds from above, showing only MrgX1 antagonist, SKKanGAS inh and TRPC6 inh:
Structure	MrgX1 antagonist	SKKanGAS inh	TRPC6 inh
COc1ccc(C(=O)Nc2ccc(C(=O)O)cc2NC(=O)c2ccc(OC)cc2)cc1	i	2	i
O=C(Nc1ccc(N2CCCCC2)cc1)c1cc([N+](=O)[O-])cc([N+](=O)[O-])c1	i	3	i
COc1ccc(NS(=O)(=O)c2cc([N+](=O)[O-])ccc2N/N=C\c2c(C)[nH]c3ccccc23)cc1	i	27	i
COc1ccc(C(=O)Cc2cnn(-c3ccccc3)c2)c(O)c1	i	-5	i
O=C(Nc1ccc2c(c1)OCO2)C1COc2ccccc2O1 (stereo not drawn)	i	-4	i

Other records.
SMILES	SKKanGAS inh	TRPC6 inh	TRPC4 inh	TRPC6 act	KLF5 inh	IEC-6 tox	TRPC4 agonist	MrgX1 antagonist	TRPC4 potent	aSyn UTR inh	HIF act
Cc1sc2ncnc(SCC(=O)c3cccs3)c2c1C	11	i	i	i	-17	1	i	i	i	-73	3.1
C=CCn1c(N)cc(=O)nc1SCC(=O)Nc1ccccc1	6	i	i	i	-23	-2	i	i	i	10	-0.6
Nn1c(COc2ccccc2)nnc1SCc1cc(=O)[nH]c2ccccc12	1	i	i	i	-13	0	i	i	i	15	.
CCn1c(SCc2ccc(Cl)cc2)nc2nc3c(cc2c1=O)CCCC3	25	i	i	i	-32	7	i	i	i	14	-0.5
O=C(Cc1ccc(S(=O)(=O)N2CCCC2)s1)NC1CCCCCC1	8	i	i	i	-27	-1	i	i	i	16	0.1
Cc1ccc(C(=O)NCCc2nnc3ccc(SCC(=O)Nc4ccccc4F)nn23)cc1	0	i	i	i	-23	4	i	i	i	9	-0.1
COc1ccc(NC(=O)CCNC(=O)c2ccccc2Cl)cc1OC	0	i	i	i	-12	3	i	i	i	14	-0.4
Cc1ccc(Nc2cc(C)nc3nc(C)nn23)c(C)c1	-2	i	i	i	-9	-1	i	i	i	19	0.2
CS(=O)(=O)N(CC(=O)Nc1ccccc1C(=O)NCc1ccccc1)c1ccc2c(c1)OCCO2	0	i	i	i	-15	2	i	i	i	1	0.0
COC(=O)CSc1nc2sc3c(c2c(=O)n1-c1ccccc1)CCN(C)C3	17	i	i	i	-2	10	i	i	i	22	0.4
O=C1c2ccccc2C(=O)N1CC(O)CNc1ccc(Br)cc1 (stereo not drawn)	2	i	i	i	-12	-7	i	i	i	-13	0.6
CC(C)Oc1ccc(C(=O)NC(=S)N2CCOCC2)cc1	-11	i	i	i	-26	-1	i	i	i	-79	0.9
Nc1nc(SCc2ccc(Cl)cc2)ns1	3	i	i	i	-15	-3	i	i	i	-48	1.7
Cc1cc(NS(=O)(=O)c2ccc(NC(=O)/C=C/c3ccco3)cc2)nc(C)n1	-4	i	i	i	-19	4	i	i	i	0	-0.5
C=CCc1cccc(/C=C/c2cc(=O)c3ccccc3[nH]2)c1O	-11	i	i	i	-18	2	i	i	i	-71	1.4
O=C(NCc1ccccc1)c1ccc2c(c1)C(=O)N(Cc1ccncc1)C2=O	0	i	i	i	-9	1	i	i	i	20	-0.1
O=C(/C=C/c1ccccc1)OCCCCN=C1NS(=O)(=O)c2ccccc21	-4	i	i	i	-7	2	i	i	i	21	-0.4
CC(=O)n1nc(-c2ccccc2)nc1NCc1cccs1	6	i	i	i	-24	2	i	i	i	-55	1.3
O=C(Cc1ccccc1)NCC1CCCO1 (stereo not drawn)	9	i	i	i	-10	-5	i	i	i	17	-0.1
O=C(O)Cc1ccc2c(c1)N(S(=O)(=O)c1cccc(C(F)(F)F)c1)CC(C(=O)O)O2 (stereo not drawn)	2	i	i	i	-14	-2	i	i	i	14	0.2
